# Screening data deposited in PubChem by several laboratories.
# NadD block: inhibitors of S. aureus NadD, primary screen, biochemical, colorimetric, uHTS; Nicotinate-nucleotide adenylyltransferase NadD (Staphylococcus aureus N315); purified NadD enzyme, colorimetric absorbance read-out; inhibition, % at 20 µM; hit rate 0.78% among 360,000; in the data active means inhibition above about 26%; further: some compounds past the cut are filed as inactive
# Neddyl block: inhibitors of cullin neddylation, primary screen, biochemical, TR-FRET, uHTS, NAE and Ubc12. NEDD8-conjugating enzyme Ubc12 (Homo sapiens) + NEDD8-activating enzyme E1 regulatory …. calls only at 25 µM. hit rate 0.58% among 360,000. AID 651699, 2012; in the data active means inhibition above about 36%
# Target sequence (P61081 whole entry, looked up): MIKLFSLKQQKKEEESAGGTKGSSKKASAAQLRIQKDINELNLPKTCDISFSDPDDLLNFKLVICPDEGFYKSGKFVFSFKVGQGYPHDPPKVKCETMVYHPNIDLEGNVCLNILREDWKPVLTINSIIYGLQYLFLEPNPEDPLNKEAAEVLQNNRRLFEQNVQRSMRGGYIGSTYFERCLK
# Target sequence (Q13564 whole entry, looked up): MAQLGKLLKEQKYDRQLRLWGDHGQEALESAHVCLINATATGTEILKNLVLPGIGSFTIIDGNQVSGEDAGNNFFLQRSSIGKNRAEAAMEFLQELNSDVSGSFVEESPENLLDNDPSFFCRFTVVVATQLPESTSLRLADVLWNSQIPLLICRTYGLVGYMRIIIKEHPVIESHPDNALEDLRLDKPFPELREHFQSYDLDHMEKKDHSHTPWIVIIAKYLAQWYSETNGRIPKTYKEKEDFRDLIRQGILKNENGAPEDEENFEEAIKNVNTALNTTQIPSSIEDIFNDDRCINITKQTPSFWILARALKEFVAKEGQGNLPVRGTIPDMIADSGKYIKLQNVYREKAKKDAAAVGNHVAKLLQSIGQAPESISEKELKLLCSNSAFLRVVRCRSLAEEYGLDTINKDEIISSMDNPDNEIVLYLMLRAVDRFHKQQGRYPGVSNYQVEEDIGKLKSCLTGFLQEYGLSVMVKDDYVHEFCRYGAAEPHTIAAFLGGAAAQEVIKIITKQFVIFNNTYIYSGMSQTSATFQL
# SUMO1 PPI mod: modulators of SUMO1 protein-protein interactions, primary screen, biochemical, uHTS; Small ubiquitin-related modifier 1 (Homo sapiens), P63165; SUMO1 binding to a labelled peptide, TR-FRET, 1 h; inhibition, % at 20 µM; hit rate 0.33% among 360,000; AID 602429, 2012; in the data active means inhibition above about 37%
# Target sequence (P63165 whole entry, looked up): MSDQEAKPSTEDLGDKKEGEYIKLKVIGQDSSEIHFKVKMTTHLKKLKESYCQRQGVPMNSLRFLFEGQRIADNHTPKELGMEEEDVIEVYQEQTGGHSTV
# STEP block: STEP phosphatase inhibitors, primary screen, biochemical, fluorescence intensity, uHTS | Tyrosine-protein phosphatase non-receptor type 5 (Homo sapiens), P54829 | recombinant STEP, OMFP fluorogenic substrate | inhibition, % at 20 µM | hit rate 0.25% among 360,000;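 active means inhibition at 20 µM, scaled per plate between control wells, above about 37%, limit read from the data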;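 further: 0% = DMSO with enzyme and substrate and 100% = substrate only without enzyme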
#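 Assay system: isolated STEP enzyme / Timing: 20 min at room temperature, dark / Doses: 20 µM, 1% DMSO / Technique: fluorescence intensity, excitation 480 nm, emission 540 nm / Reagent: fluorogenic phosphatase substrate OMFP at 25 µM final / Measure: percent inhibition scaled to no-enzyme and uninhibited-enzyme controls, plate-pattern corrected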
# DNMT1 block: human DNMT1 methyltransferase inhibitors, primary screen, biochemical, molecular beacon, fluorescence, HinP1I cleavage, uHTS | DNA (cytosine-5)-methyltransferase 1 (Homo sapiens), P26358 | inhibition (reported as % activation of signal), % at 10 µM | hit rate 0.83% among 360,000 | AID 588458, 2011; in the data active means inhibition above about 50%
# Rin1-Abl PPI inh: inhibitors of Rin1-Abl protein binding, primary screen, biochemical, TR-FRET; inhibition, % at 7.35 µM; AID 588664, 2011; Tyrosine-protein kinase ABL1 (Homo sapiens) + Ras and Rab interactor 1 (Homo sapiens), …; hit rate 0.4% among 360,000; in the data active means inhibition above about 5%, passing the limit was not always enough
# Scp1 inh: Scp-1 phosphatase inhibitors, primary screen, biochemical, colorimetric, uHTS; inhibition, % at 20 µM; Carboxy-terminal domain RNA polymerase II polypeptide A small phosphatase 1 (Homo …; AID 493091, 2011; hit rate 0.88% among 340,000; Recombinant Scp1, phosphopeptide, malachite green phosphate absorbance;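 active means inhibition above about 50% at 20 µM, limit read from the data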;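 further: plate controls were DMSO wells with enzyme for no effect and wells lacking enzyme for full effect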
# Target sequence (Q9GZU7 76-261 limits assumed): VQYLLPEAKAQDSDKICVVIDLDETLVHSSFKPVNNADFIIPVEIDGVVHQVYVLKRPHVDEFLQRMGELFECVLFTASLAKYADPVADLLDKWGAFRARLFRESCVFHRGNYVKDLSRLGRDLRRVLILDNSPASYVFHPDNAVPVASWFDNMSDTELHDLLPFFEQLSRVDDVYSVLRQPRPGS
#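 Assay system: SCP-1 catalytic fragment, aa 76-261 | Buffer or medium: Tris acetate buffer pH 5.5 with MgCl2 and Tween-20 | Compound: One concentration, 20 µM, with 1.0% DMSO | Also added: Phospho 17-mer peptide substrate | Signal: Absorbance at 630 nm | Incubation: 45 min enzyme reaction at room temperature | Measure: % inhibition of SCP-1 phosphate liberation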
# Rpn11 inh: Rpn11 (PSMD14) deubiquitinase inhibitors, primary screen, biochemical, fluorescence polarization, uHTS | hit rate 0.59% among 360,000 | AID 588493, 2011 | calls only at 20 µM | 26S proteasome non-ATPase regulatory subunit 14 (Homo sapiens), O00487 | human 26S proteasome, Ub4-pepOG fluorescence polarization; 20S core pre-blocked with epoxomicin;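 active means inhibition at 20 µM, scaled to each plate's controls, above about 33%, limit read from the data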
# CSN inh: inhibitors of CSN-mediated cullin deneddylation, primary screen, biochemical, fluorescence polarization, uHTS | Purified CSN, SCF-Nedd8-OG deneddylation | hit rate 0.38% among 360,000 | AID 651999, 2013 | inhibition, % at 12.5 µM;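 active means pattern-corrected inhibition above about 35%, with an unprinted fluorescence ratio check between 0.5 and 1.5, limit read from the data, passing the limit was not always enough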;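 further: 0% = enzyme with substrate and 100% = substrate without enzyme; some results filed as inactive read as strong as hits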
#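 test system = HEK293T-derived human Csn5 enzyme | amount = 0.24 nM Csn5 enzyme, final concentration | medium = Tris/NaCl/DTT buffer, pH 7.5 | schedule = 90 min reaction at room temperature | signal = FP | evaluation = inhibition of Csn5 cleavage, % | compound dosing = single dose of 12.5 µM compound with 0.25% DMSO | probe or stimulus = 10 nM SCFSkp2-Nedd8OG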
# LMPTP inh: LMPTP phosphatase inhibitors, primary screen, biochemical, fluorescence intensity, uHTS | Low molecular weight phosphotyrosine protein phosphatase (Homo sapiens), P24666 | recombinant LMPTP-A, OMFP fluorogenic substrate | inhibition, % at 20 µM | hit rate 0.22% among 360,000 | AID 651560, 2012;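 active means compounds that cut the enzyme signal by at least half of the control window in the single-dose screen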;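 further: plate controls were DMSO wells with enzyme plus substrate for no effect and substrate without enzyme for full effect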
#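 Test system: LMPTP-A phosphatase enzyme; input: 0.625 nM LMPTP-A final; reagent: OMFP substrate, 400 µM final; compound dosing: 20 µM single dose, 3% DMSO; incubation: 50 min dark incubation at room temperature; measured by: endpoint fluorescence intensity from OMFP dephosphorylation; measure: % inhibition relative to no-enzyme and uninhibited control wells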
# An asterisk follows results filed as active; i = inactive; nt = not tested or not shown.
SMILES,NadD block,Neddyl block,SUMO1 PPI mod,STEP block,DNMT1 block,Rin1-Abl PPI inh,Scp1 inh,Rpn11 inh,CSN inh,LMPTP inh
Cc1ccc(N2CN(CCC3=CCCCC3)CNC2=S)cc1,-6,i,1,-2,-3,-2,-11,i,3,-0.3
CCOC(=O)c1ccn(-c2nc(-c3ccco3)cc(C(F)(F)F)n2)n1,1,i,-12,3,4,2,-12,i,1,-0.1
NC(=O)c1ccc(C(=O)N/N=C/c2cccc(Oc3ccccc3)c2)cc1,-1,i,0,-2,10,-2,-6,i,-1,-1.7
CNC(=O)c1cc2c(=O)n3cc(C)ccc3nc2n(C(C)C)c1=N,-3,i,-17,-1,6,-6,1,i,4,-1.5
O=C(Nc1ccc2c(c1)OCO2)c1nn(-c2ccccc2)c(=O)c2ccccc12,2,i,-4,1,-5,-2,-13,i,-3,2.0
C#Cc1ccc([C@H]2C=C(C(=O)NCc3ccccc3)O[C@@H](OCc3ccc(CO)cc3)C2)cc1,-2,i,-7,2,-20,1,-6,i,1,2.6
CCOC(=O)CC(=O)CSc1nc(C)nc2c1oc1ccccc12,-5,i,4,-2,1,-29,-18,i,0,3.6
O=C1N(CN2CCN(Cc3ccccc3)CC2)c2ccccc2C12OCCCO2,1,i,-4,1,1,-7,-1,i,-6,-1.4
O=C(NCc1ccco1)c1cc2ccccc2c(=O)o1,-4,i,-9,2,35,1,3,i,5,-0.5
O=C(Oc1ccc(-n2cnnn2)cc1)c1ccccc1,-5,i,-3,1,-1,-3,-3,i,5,-0.1
COc1cccc2sc(N3CCN(C(=O)c4cccs4)CC3)nc12,2,i,7,0,2,1,-1,i,-1,-0.6
CCN(CC)S(=O)(=O)c1ccc(N2CCN(C)CC2)c(NC(=O)c2cc(=O)c3ccccc3o2)c1,-7,i,-19,-1,2,3,-3,i,3,2.3
COc1cccc(-c2cc(C(=O)NCCc3ccccc3)no2)c1,-5,i,-1,2,4,-4,0,i,-1,-0.9
CCCCNC1CCS(=O)(=O)C1 (stereo not drawn),-3,i,-3,0,2,-1,-10,i,1,0.1
CCc1nnc(NC(=O)C2CSC3(C)CCC(=O)N23)s1 (stereo not drawn),0,i,-3,1,-1,3,3,i,2,-1.1
O=C(NNC(=O)c1oc2ccccc2c1-n1cccc1)c1ccco1,-4,i,-3,0,1,-4,10,i,-1,-0.9
O=C(NCC1CCN(c2ccc(S(=O)(=O)N3CCOCC3)cc2)CC1)c1ccc(Cl)cc1,-3,i,2,13,0,4,-2,i,1,0.2
CC(=O)c1ccccc1NC(=O)c1ccc(N2CCCC2=O)cc1,-1,i,18,-1,-2,0,-8,i,1,0.2
COc1ccc(N2CCN(C(=O)c3ccc4c(=O)n5c(nc4c3)CCCCC5)CC2)cc1,-2,i,2,0,-3,0,-14,i,3,-0.6
Cc1cccc(C(=O)NC2CC3CCC(C2)N3C)c1 (stereo not drawn),-2,i,-5,0,1,2,3,i,-6,-0.9
Cc1ccc2nc(C)cc(C(=O)N3CCCC(N4CCN(c5ccccc5C)CC4)C3)c2c1 (stereo not drawn),2,i,-5,3,2,0,-7,i,6,-0.3
COc1cccc(CNC(=O)C2(C)Oc3ccccc3NC2=O)c1 (stereo not drawn),-1,i,-1,-2,8,-1,-4,i,2,0.5
CN1CCN(c2ccc(S(=O)(=O)N3CCOCC3)cc2NC(=O)CCc2ccccc2)CC1,-1,i,0,0,-1,-3,3,i,3,0.0
COc1cc(OC)cc(C(=O)NNC(=O)NC2CCCCC2)c1,2,i,-4,5,0,1,2,i,2,-1.0
C/C(=N\Nc1cc(-c2ccccc2)nc(-c2ccc(Br)cc2)n1)c1cccc(N)c1,17,i,2,-2,-18,0,3,i,3,3.0
CCC(C)NC(=O)c1ccccc1NC(=O)C1COc2ccccc2O1 (stereo not drawn),1,i,2,-2,-2,1,-7,i,2,-0.5
CC(=O)Nc1ccc(OCc2nnc(-c3ccc(Cl)cc3)o2)cc1,-7,i,1,0,-4,1,-5,i,-1,-0.2
Cn1nnc2cc(C(=O)N3CCCCCC3)ccc21,0,i,0,-2,0,3,-7,i,-7,-2.6
Cc1onc(-c2ccccc2Cl)c1C(=O)NC(=S)NCCc1ccccc1,-9,i,1,2,-7,4,-7,i,-2,1.1
O=C(Cc1ccccc1[N+](=O)[O-])N1CCN(S(=O)(=O)c2ccccc2)CC1,1,i,-23,0,0,-2,-5,i,1,-1.0
CSc1nc2ccc(S(=O)(=O)N3CCc4ccccc43)cc2s1,-6,i,1,4,-3,-2,-18,i,-4,2.4
O=C(O)c1cccc(-n2nc(-c3ccc(Cl)c([N+](=O)[O-])c3)c3ccccc3c2=O)c1,0,i,-17,0,-2,0,-12,i,-2,0.3
O=C(N/N=C/c1cccnc1)c1ccccc1Cl,-8,i,2,-2,-2,1,-4,i,-3,-2.0
CC(C)(CNC(=O)CCC1CCCC1)CNC(=O)CCC1CCCC1,9,i,-1,-2,-1,-3,-11,i,1,-0.6
O=C(c1ccccc1Br)N1CCC(c2nc3ccccc3s2)CC1,-10,i,1,0,5,5,-6,i,2,0.1
Cc1ccc(S(=O)(=O)C2CCCCC2=O)cc1 (stereo not drawn),-3,i,5,1,-1,0,-5,i,-3,-1.3

# Quoted at random: 3 compounds from above
SMILES,NadD block,Neddyl block,SUMO1 PPI mod,STEP block,DNMT1 block,Rin1-Abl PPI inh,Scp1 inh,Rpn11 inh,CSN inh,LMPTP inh
O=C(c1ccccc1Br)N1CCC(c2nc3ccccc3s2)CC1,-10,i,1,0,5,5,-6,i,2,0.1
O=C(N/N=C/c1cccnc1)c1ccccc1Cl,-8,i,2,-2,-2,1,-4,i,-3,-2.0
Cc1onc(-c2ccccc2Cl)c1C(=O)NC(=S)NCCc1ccccc1,-9,i,1,2,-7,4,-7,i,-2,1.1

# New compounds follow:
SMILES,NadD block,Neddyl block,SUMO1 PPI mod,STEP block,DNMT1 block,Rin1-Abl PPI inh,Scp1 inh,Rpn11 inh,CSN inh,LMPTP inh
O=C(c1cc2nc(-c3cccs3)cc(C(F)(F)F)n2n1)N1CCCc2ccccc21,9,i,-4,3,0,2,20,i,2,1.3
O=C(c1ccccc1)N1CCC(c2nc(-c3ccc(S(=O)(=O)N4CCOCC4)cc3)no2)CC1,0,i,-3,4,0,1,-12,i,1,-3.1
c1cc(C2OCCO2)cs1,-3,i,-1,-6,4,7,nt,i,2,-0.6
C[C@@H]1CN([C@H](C)CO)C(=O)CCCn2cc(nn2)CO[C@H]1CN(C)S(=O)(=O)c1ccc(Oc2ccccc2)cc1,4,i,2,-1,2,-2,nt,i,7,-0.3
O=C(Nc1ccncc1)c1cc2ccccc2o1,-2,i,-7,-2,-5,-2,-2,i,-4,4.4
COc1cccc(COC(=O)CSCC(=O)Nc2cccc(C)c2)c1OC,-6,i,2,3,1,2,-6,i,-3,0.4
COc1ccc(C2C(C(C)=O)=C(O)C(=O)N2c2cccnc2)c(OC)c1 (stereo not drawn),5,i,-7,-15,-3,2,3,i,-2,-1.7
CN(CC(=O)Nc1ccc(F)c(F)c1F)C(=O)C1CCN(C(=O)Nc2ccccc2)CC1,-8,i,6,-1,1,0,-4,i,3,-1.4
COc1ccc(NC(=O)c2cccc(S(=O)(=O)N(C)c3ccccc3)c2)cn1,-6,i,4,2,-2,2,-1,i,-3,-0.8
O=C(O)c1ccc(CNC(=O)C2CCCN2C(=O)OCc2ccccc2)cc1 (stereo not drawn),1,i,1,-2,1,1,3,i,0,-0.7
Cc1cc(C)nc(SCc2ccccc2C#N)n1,1,i,1,0,0,-1,-5,i,-7,-1.4
COc1ccc(C)cc1NC(=O)CNC(=O)c1sc2ccccc2c1Cl,-8,i,0,3,21,5,5,i,0,-0.5
CC1=CC(C)(C)NC(=S)N1c1ccc(C)c(C)c1,0,i,-3,-1,3,-3,0,i,-2,-0.6
COc1ccc(NC(=O)c2ccccc2)cc1NS(=O)(=O)c1ccc(F)cc1,-5,i,7,2,-7,0,-10,i,-4,0.0
CCCNc1cc(=O)n(C)c(=O)n1C,-4,i,1,-4,3,-2,-15,i,-3,-2.2
CCOC(=O)N1CCN(C(=O)C[C@@H]2C[C@@]3(C(=O)OCC)CCCC=C3N(Cc3ccccc3)C2=O)CC1,nt,i,0,nt,nt,nt,nt,nt,-3,-1.3
N#Cc1ccccc1S(=O)(=O)N1CCN(C(=O)[C@@H]2CCCN2C(=O)c2cccs2)CC1,1,i,-7,1,1,-1,-3,i,-7,0.5
O=C(O)COc1ccccc1/C=N/NC(=O)Cc1ccccc1,1,i,-6,-1,-3,-1,-6,i,2,-2.3
Cc1cccnc1NC(=O)C(C)Oc1ccccc1 (stereo not drawn),1,i,1,1,2,0,5,i,1,-1.3
COc1cccc(C=Nc2ccccc2C#N)c1O,-5,i,-1,2,2,-2,-10,i,-14,-2.1
CC(=O)Nc1ccc(S(=O)(=O)N2CCN=C2c2ccccc2)cc1,0,i,5,-2,-2,-5,1,i,7,-0.4
Cc1cc(Nc2ccc(Br)cc2)n2nc(C)nc2n1,2,i,-4,2,0,-2,-12,i,-1,-0.8
CCCn1nnnc1SCC(=O)N1C(C)CCCC1C (stereo not drawn),-1,i,-1,-2,0,-2,-2,i,-1,-1.3
CN1CCC(N(C)CC(=O)Nc2ccc3c(c2)OC(F)(F)O3)CC1,-7,i,4,0,2,2,-7,i,2,-4.5
Cc1ccc(S(=O)(=O)c2cc3c(=O)n4ccccc4nc3n(C3CCCCC3)c2=N)cc1,22,i,-4,4,-3,4,12,i,2,4.0
